Bioassay records (PubChem BioAssay)
Mtb BioA inh: M. tuberculosis BioA enzyme inhibitors, primary screen, biochemical, plate reader, single point, HTS | 7,8-diaminopelargonic acid synthase BioA (Mycobacterium tuberculosis) | purified M. tuberculosis BioA enzyme | inhibition, % at 9.99 µM | hit rate 0.096% among 360,000; in the data active = inhibition above about 40%
Starred values were filed as active, the others as inactive. Some of the compounds tested; the hit share may differ from the screen's.

SMILES | Mtb BioA inh
C[C@@H]1CN([C@H](C)CO)C(=O)Cc2cc(NC(=O)CCC(F)(F)F)ccc2O[C@H]1CN(C)C(=O)Nc1ccc(C(F)(F)F)cc1 | -0.5
Cc1ccc(S(=O)(=O)Nc2ccc3c(c2)C(=O)N([C@H](C)CO)C[C@H](C)[C@H](CN(C)Cc2ccc4c(c2)OCO4)OCCCC[C@@H](C)O3)cc1 | -2.9
COc1cccc(S(=O)(=O)N2CCCCN3[C@@H](CO)[C@H](c4ccc(-c5cccnc5)cc4)[C@@H]3C2)c1 | 7.7
COc1cccc(S(=O)(=O)N2C[C@@H](O)COC[C@@H]3O[C@H](CC(=O)N4CCOCC4)CC[C@H]32)c1 | 0.8
C[C@@H]1CN([C@H](C)CO)C(=O)c2cccc(NC(=O)C3CCOCC3)c2O[C@H]1CN(C)CC1CCCCC1 | 0.3
C[C@@H]1CCCCO[C@H](CN(C)C(=O)c2ccncc2)[C@H](C)CN([C@H](C)CO)C(=O)c2cc(NC(=O)NC3CCCCC3)ccc2O1 | -0.3
C[C@@H]1CN([C@@H](C)CO)C(=O)Cc2cc(N(C)C)ccc2O[C@@H]1CN(C)Cc1ccc(Cl)c(Cl)c1 | 0.3
COCc1cn(CC[C@H]2CC[C@@H](NC(=O)Nc3ccc(C(F)(F)F)cc3)[C@H](CO)O2)nn1 | 0.2
CO[C@@H]1CN(C)C(=O)c2cc(NC(=O)c3ccccc3)ccc2OC[C@@H](C)N(C(C)=O)C[C@H]1C | -1.2
C[C@@H]1CN([C@@H](C)CO)C(=O)c2cccc(NC(=O)NC3CCCCC3)c2O[C@@H]1CN(C)Cc1ccccc1 | -0.1
COc1ccc(S(=O)(=O)N(C)C[C@@H]2OCCCC[C@H](C)Oc3ccc(NC(=O)CCCN(C)C)cc3C(=O)N([C@H](C)CO)C[C@@H]2C)cc1 | -0.7
O=C(C[C@H]1CC[C@H]2[C@@H](COC[C@@H](O)CN2S(=O)(=O)c2cccc(Cl)c2)O1)NCc1ccncn1 | 0.6

By substructure, the entries above with sulfur.
SMILES | Mtb BioA inh
Cc1ccc(S(=O)(=O)Nc2ccc3c(c2)C(=O)N([C@H](C)CO)C[C@H](C)[C@H](CN(C)Cc2ccc4c(c2)OCO4)OCCCC[C@@H](C)O3)cc1 | -2.9
COc1cccc(S(=O)(=O)N2CCCCN3[C@@H](CO)[C@H](c4ccc(-c5cccnc5)cc4)[C@@H]3C2)c1 | 7.7
COc1cccc(S(=O)(=O)N2C[C@@H](O)COC[C@@H]3O[C@H](CC(=O)N4CCOCC4)CC[C@H]32)c1 | 0.8
COc1ccc(S(=O)(=O)N(C)C[C@@H]2OCCCC[C@H](C)Oc3ccc(NC(=O)CCCN(C)C)cc3C(=O)N([C@H](C)CO)C[C@@H]2C)cc1 | -0.7
O=C(C[C@H]1CC[C@H]2[C@@H](COC[C@@H](O)CN2S(=O)(=O)c2cccc(Cl)c2)O1)NCc1ccncn1 | 0.6

The list continues.
SMILES | Mtb BioA inh
CCCNC(=O)Nc1ccc2c(c1)C(=O)N(C)C[C@@H](OC)[C@H](C)CN(C(=O)C1CCC1)[C@H](C)CO2 | -2.0
C[C@H](O)C#Cc1ccc2c(c1)O[C@H](CN(C)Cc1ccncc1)[C@@H](C)CN([C@@H](C)CO)S2(=O)=O | 3.4
Cc1noc(C)c1NC(=O)N(C)C[C@H]1Oc2c(NC(=O)c3cnccn3)cccc2C(=O)N([C@@H](C)CO)C[C@H]1C | -1.7
COc1ccccc1-c1ccc2c(c1)O[C@H](CN(C)C(=O)c1ccncc1)[C@H](C)CN([C@@H](C)CO)S2(=O)=O | -0.9
CC(C)NC(=O)N[C@@H]1CC[C@H](CCNC(=O)C2CC2)O[C@@H]1CO | -2.3
COc1ccc(CNC(=O)C[C@H]2CC[C@H]3[C@@H](COc4ccc(NC(=O)C5CC5)cc4C(=O)N3C)O2)cc1 | -3.6
C[C@@H]1CN([C@H](C)CO)C(=O)c2cc(NC(=O)c3ccncc3)ccc2O[C@@H](C)CCCCO[C@@H]1CN(C)Cc1ccc(C(=O)O)cc1 | -1.0
COc1cccc(NC(=O)N(C)C[C@H]2Oc3cc(-c4ccccc4OC)ccc3S(=O)(=O)N([C@H](C)CO)C[C@H]2C)c1 | -2.5
C/C=C/c1ccc2c(c1)O[C@@H](CN(C)CC1CCOCC1)[C@H](C)CN([C@H](C)CO)S2(=O)=O | 0.9
C[C@H]1CN([C@@H](C)CO)C(=O)c2cc(NC(=O)Nc3ccc(F)cc3)ccc2O[C@@H]1CN(C)S(=O)(=O)c1ccc(F)cc1 | 3.7
C[C@H](CO)N1C[C@H](C)[C@@H](CN(C)C(=O)CCC(F)(F)F)OCCCC[C@H](C)Oc2ccc(NC(=O)CCC(F)(F)F)cc2C1=O | -0.8
CCC(=O)N1[C@H](CO)[C@@H](c2ccc(-c3cccc(F)c3)cc2)[C@@H]1CN(C)C(C)=O | 0.6
Cn1cnc(CCNC(=O)C[C@@H]2CC[C@H]3[C@@H](COC[C@@H](O)CN3C(=O)C3CC3)O2)c1 | 1.5
O=C(C[C@@H]1CC[C@@H]2[C@H](COC[C@@H](O)CN2Cc2cccc(C(F)(F)F)c2)O1)NCc1ccncc1 | -0.2
Cc1ccc(S(=O)(=O)Nc2ccc3c(c2)C(=O)N([C@H](C)CO)C[C@@H](C)[C@@H](CN(C)C(=O)c2ccncc2)OCCCC[C@@H](C)O3)cc1 | -1.0
COc1ccc(NC(=O)Nc2ccc3c(c2)C(=O)N([C@H](C)CO)C[C@@H](C)[C@H](CN(C)S(=O)(=O)c2ccccc2)OCCCC[C@H](C)O3)cc1 | -1.6
COc1ccc(NC(=O)Nc2ccc3c(c2)[C@H]2C[C@@H](CC(=O)N4CCCCC4)O[C@@H](CO)[C@H]2O3)cc1 | -1.6
COc1ccc(CN(C)C[C@H]2Oc3c(NC(=O)C4CC4)cccc3C(=O)N([C@H](C)CO)C[C@@H]2C)cc1 | 2.1
COCCNC(=O)C[C@@H]1CC[C@@H](NC(=O)NC2CCCCC2)[C@H](CO)O1 | -2.1
COCC(=O)N(C)C[C@@H]1Oc2cc(Br)ccc2S(=O)(=O)N([C@H](C)CO)C[C@@H]1C | 9.5
C[C@@H]1CCCCO[C@H](CN(C)C(=O)Cc2ccccc2)[C@@H](C)CN([C@H](C)CO)C(=O)c2cc(NC(=O)Nc3ccc(C(F)(F)F)cc3)ccc2O1 | -1.0
CO[C@@H]1CN(C)C(=O)c2ccc(NS(C)(=O)=O)cc2OC[C@H](C)N(CC2CC2)C[C@@H]1C | -2.1
CCO[C@H]1OC(C(=O)N2CCOCC2)=C[C@@H](C2CCCCC2)[C@@H]1CCCO | -1.0
CO[C@@H]1CN(C)C(=O)c2cc(NC(=O)NC(C)C)ccc2OC[C@@H](C)N(CC2CC2)C[C@H]1C | -1.2

In the list so far, these have a Cl atom.
SMILES | Mtb BioA inh
C[C@@H]1CN([C@@H](C)CO)C(=O)Cc2cc(N(C)C)ccc2O[C@@H]1CN(C)Cc1ccc(Cl)c(Cl)c1 | 0.3
O=C(C[C@H]1CC[C@H]2[C@@H](COC[C@@H](O)CN2S(=O)(=O)c2cccc(Cl)c2)O1)NCc1ccncn1 | 0.6

Some of the entries so far, with tabs:
Compound	Mtb BioA inh
COc1ccc(NC(=O)Nc2ccc3c(c2)C(=O)N([C@H](C)CO)C[C@@H](C)[C@H](CN(C)S(=O)(=O)c2ccccc2)OCCCC[C@H](C)O3)cc1	-1.6
COc1ccc(NC(=O)Nc2ccc3c(c2)[C@H]2C[C@@H](CC(=O)N4CCCCC4)O[C@@H](CO)[C@H]2O3)cc1	-1.6
COc1ccc(CN(C)C[C@H]2Oc3c(NC(=O)C4CC4)cccc3C(=O)N([C@H](C)CO)C[C@@H]2C)cc1	2.1
Cn1cnc(CCNC(=O)C[C@@H]2CC[C@H]3[C@@H](COC[C@@H](O)CN3C(=O)C3CC3)O2)c1	1.5

(listing goes on)
SMILES | Mtb BioA inh
C[C@H]1CN([C@@H](C)CO)C(=O)c2cc(-c3cccc(C#N)c3)cnc2O[C@@H]1CN(C)C(=O)C1CCOCC1 | 0.0
C[C@H](CO)N1C[C@H](C)[C@@H](CN(C)Cc2ccc3c(c2)OCO3)Oc2ccc(NC(=O)CCCCCC(=O)Nc3ccccc3N)cc2CC1=O | 1.5
C[C@H](CO)N1C[C@H](C)[C@@H](CN(C)S(=O)(=O)c2cn(C)cn2)Oc2c(NC(=O)c3cnccn3)cccc2C1=O | 2.9
Cc1cccc(NC(=O)Nc2ccc3c(c2)C(=O)N(C)[C@H]2CC[C@@H](CC(=O)O)O[C@@H]2CO3)c1 | -1.4
O=C([C@H]1[C@H](CO)[C@H]2Cn3c(ccc(-c4ccncc4)c3=O)[C@@H]1N2CCC(F)(F)F)N1CCCCC1 | -3.1
Cc1ccc(S(=O)(=O)N(C)C[C@H]2Oc3c(NS(=O)(=O)c4ccc(Cl)cc4)cccc3C(=O)N([C@H](C)CO)C[C@H]2C)cc1 | -2.1
CN1C(=O)c2cc(NC(=O)c3ccc(Cl)cc3)ccc2OC[C@@H]2O[C@H](CC(=O)NCc3cccc(F)c3)CC[C@H]21 | -0.5
N#C[C@H]1[C@@H](c2ccccc2)[C@@H](CO)N1C(=O)c1ccc2c(c1)OCO2 | -0.6
Cc1ccc(S(=O)(=O)N(C)C[C@H]2OCCCC[C@H](C)Oc3ccc(NS(=O)(=O)c4cn(C)cn4)cc3C(=O)N([C@@H](C)CO)C[C@@H]2C)cc1 | 1.0
CCCNC(=O)Nc1ccc2c(c1)C(=O)N(C)C[C@H](OC)[C@H](C)CN[C@@H](C)CO2 | -3.5
C[C@@H]1CN([C@H](C)CO)C(=O)c2cccc(N(C)C)c2O[C@H]1CN(C)C(=O)Nc1ccc(F)cc1 | 1.5
C[C@@H]1CCCCO[C@H](CN(C)C(=O)C2CCCCC2)[C@H](C)CN([C@@H](C)CO)C(=O)c2cc(NC(=O)NC3CCCCC3)ccc2O1 | -1.1
C[C@@H]1CN([C@@H](C)CO)C(=O)CCCn2cc(nn2)CO[C@@H]1CN(C)C(=O)Nc1cccc(Oc2ccccn2)c1 | 6.0
C[C@H](CO)N1C[C@H](C)[C@@H](CN(C)C(=O)c2ccc(F)cc2)Oc2ncc(C3=CCCCC3)cc2C1=O | 1.3
C[C@H](CO)N1C[C@H](C)[C@H](CN(C)S(C)(=O)=O)Oc2ccc(NC(=O)CCCCCC(=O)Nc3ccccc3N)cc2CC1=O | -1.4
C[C@@H]1CN([C@H](C)CO)C(=O)c2cccc(NC(=O)Nc3ccc4c(c3)OCO4)c2O[C@H]1CN(C)C(=O)Nc1ccccc1 | 9.0
N#C[C@H]1[C@@H](c2ccc(C#CC3(O)CCCC3)cc2)[C@@H](CO)N1C(=O)C1CC1 | 0.9
COC(=O)CCCCCCC(=O)Nc1ccc(C2OC(CSc3nc(-c4ccccc4)c(-c4ccccc4)o3)CC(c3ccc([N+](=O)[O-])cc3)O2)cc1 (stereo not drawn) | -2.1
COc1ccccc1NC(=O)Nc1ccc2c(c1)OC[C@H](C)NC[C@@H](C)[C@H](OC)CN(C)C2=O | -1.3
CN1CCN(C(=O)[C@@H]2[C@@H](CO)[C@@H]3Cn4c(cccc4=O)[C@@H]3N2Cc2ccccc2F)CC1 | -1.7
C[C@H](CO)N1C[C@H](C)[C@@H](CN(C)C(=O)Nc2ccccc2)OCCCC[C@H](C)Oc2ccc(NS(=O)(=O)c3ccc(Cl)cc3)cc2C1=O | -0.1
O=C(C1CC1)N1CCCCN2[C@@H](CO)[C@@H](c3ccc(C#CC4(O)CCCC4)cc3)[C@@H]2C1 | -2.3
CN(C)C(=O)c1ccc(-c2ccc([C@@H]3[C@@H](CO)N(C(=O)C4CCC4)[C@H]3C#N)cc2)cc1 | -0.7
C[C@H](CO)N1C[C@H](C)[C@H](CN(C)Cc2ccccn2)Oc2cc(C3=CCCCC3)ccc2S1(=O)=O | -2.6
COc1ccc(CN(C)C[C@@H]2Oc3ccc(NC(=O)NC4CCCCC4)cc3CC(=O)N([C@@H](C)CO)C[C@H]2C)cc1 | -2.4
COCCNC(=O)C[C@H]1CC[C@H](NS(=O)(=O)c2ccc(C)cc2)[C@H](CO)O1 | 0.0
CN1C(=O)c2cc(NC(=O)c3ccc(F)c(F)c3)ccc2OC[C@@H]2O[C@@H](CC(=O)O)CC[C@H]21 | 18.5
CCC(=O)N(C)C[C@H]1Oc2cc(-c3cncnc3)ccc2S(=O)(=O)N([C@H](C)CO)C[C@H]1C | -1.3
C[C@H]1CN([C@@H](C)CO)S(=O)(=O)c2ccc(C#CC3CC3)cc2O[C@@H]1CN(C)C(=O)C1CCC1 | 0.7
O=C(C[C@@H]1C[C@H]2c3cc(NC(=O)C4CCC4)ccc3O[C@H]2[C@H](CO)O1)NCc1ccccn1 | 1.6
CCCC#Cc1ccc2c(c1)O[C@H](CN(C)S(C)(=O)=O)[C@H](C)CN([C@@H](C)CO)S2(=O)=O | 0.6
COc1cccc(NC(=O)N[C@@H]2C=C[C@@H](CC(=O)N3CCOCC3)O[C@H]2CO)c1 | 0.3
COc1ccc(S(=O)(=O)N(C)C[C@H]2Oc3ccc(NC(=O)CCN4CCOCC4)cc3C(=O)N([C@@H](C)CO)C[C@@H]2C)cc1 | -0.8
CN(C)CC(=O)N1CC[C@@H]2[C@H]1c1cc(Br)ccc1N(C)[C@H]2CO | 0.8
COCC(=O)N1C[C@@H](C)[C@@H](OC)CN(C)C(=O)c2cc(NC(=O)C3CCC3)ccc2OC[C@H]1C | -3.4
CCCNC(=O)C[C@H]1CC[C@@H]2[C@@H](COc3ccc(NC(=O)c4ccc(OC)cc4)cc3C(=O)N2C)O1 | -0.4
C[C@H](CO)N1C[C@H](C)[C@H](CN(C)Cc2ccccc2C(=O)O)Oc2cc(-c3ccccc3)ccc2S1(=O)=O | 0.1
Cc1nn(C)cc1NC(=O)C[C@H]1CC[C@H]2[C@H](COc3ccc(NC(=O)C(C)C)cc3C(=O)N2C)O1 | -5.4
CC(C)NC(=O)Nc1ccc2c(c1)C(=O)N([C@@H](C)CO)C[C@@H](C)[C@H](CN(C)S(=O)(=O)c1ccc(Cl)cc1)O2 | -0.8
CN(C)C(=O)c1ccc(-c2ccc([C@@H]3[C@@H](CO)N4CCCCN(C(=O)C5CCCC5)C[C@@H]34)cc2)cc1 | 0.0
CC(C)NC(=O)Nc1ccc2c(c1)C(=O)N([C@@H](C)CO)C[C@@H](C)[C@H](CN(C)C(=O)Nc1ccccc1)O2 | -1.4
C/C=C/c1ccc2c(c1)O[C@@H](CN(C)C(=O)c1ccccc1)[C@@H](C)CN([C@H](C)CO)S2(=O)=O | 3.3
